MOR-DOR inv ag = inverse agonists of MOR-DOR heterodimerization, primary screen, cell-based, luminescence; cell-based MOR-DOR heterodimer luminescence, inverse agonism; inhibition, % at 9.3 µM; actives 0.21% (n = 340,000); in the data active = inhibition above about 22%, passing the limit was not always enough;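 note: 0% = cells with DMSO and 100% = wells without cells with DMSO; values of inactives mirror those of a sister screen read the other way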
Target sequence (P35372 whole entry, looked up): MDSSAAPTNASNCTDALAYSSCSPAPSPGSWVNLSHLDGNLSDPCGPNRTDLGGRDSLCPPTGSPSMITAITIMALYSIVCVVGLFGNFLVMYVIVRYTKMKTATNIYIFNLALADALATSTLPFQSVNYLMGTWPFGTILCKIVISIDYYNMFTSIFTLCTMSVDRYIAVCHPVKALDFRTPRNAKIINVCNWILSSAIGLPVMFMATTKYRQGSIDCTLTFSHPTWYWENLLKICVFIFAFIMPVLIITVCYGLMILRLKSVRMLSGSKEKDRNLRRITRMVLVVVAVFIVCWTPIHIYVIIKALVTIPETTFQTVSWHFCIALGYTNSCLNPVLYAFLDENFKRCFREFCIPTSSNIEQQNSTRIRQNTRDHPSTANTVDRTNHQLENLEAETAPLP
Target sequence (P41143 whole entry, looked up): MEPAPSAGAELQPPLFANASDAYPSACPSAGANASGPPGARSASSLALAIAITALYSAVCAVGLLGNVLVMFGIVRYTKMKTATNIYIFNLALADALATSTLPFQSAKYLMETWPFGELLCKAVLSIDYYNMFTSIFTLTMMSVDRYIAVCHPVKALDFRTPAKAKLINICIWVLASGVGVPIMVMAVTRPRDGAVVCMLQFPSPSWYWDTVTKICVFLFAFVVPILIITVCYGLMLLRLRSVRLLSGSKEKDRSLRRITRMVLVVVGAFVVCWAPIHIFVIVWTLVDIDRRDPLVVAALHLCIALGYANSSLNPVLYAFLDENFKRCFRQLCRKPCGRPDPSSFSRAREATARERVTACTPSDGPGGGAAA
HTR5A inv ag = HTR5A inverse agonists in luminescence cell assay, primary screen, counter-screen for OPRM1-OPRD1 heterodimer inverse agonist project, full-deck HTS; HTR5A cell line, inverse agonism; inhibition, % at 9.3 µM; actives 0.083% (n = 340,000); AID 504634, 2011; in the data active = inhibition mostly above about 23%, no sharp cut-off; inactive = mostly below about 18%;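 note: 0% = cells with DMSO and 100% = no-cell wells with DMSO; some compounds called inactive have numbers as strong as hits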
phage Ecoli inh = growth loss of phage-infected E. coli, primary screen, RecBCD inhibitor project, absorbance, with phage, HTS; AID 651602, 2012; actives 0.26% (n = 360,000); inhibition, % at 11.9 µM; in the data active = inhibition above about 11%
SUMO Mot1 rescue = yeast Mot1-301 growth rescue at high temperature, primary screen, SUMOylation pathway inhibitor project, S. cerevisiae, ATP luminescence, 38.5C; S. cerevisiae Mot1-301 growth rescue; percent above DMSO median, 100 means doubled; growth rescue, % at 18.8 µM; actives 1% (n = 320,000); AID 2716, 2010;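 active = every valid replicate shows activation above 250% relative to neutral control wells; inactive = the rest, any valid replicate at or below 250%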;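 note: OY570 slx delta 5 strain wells were the positive control but not used for scaling; some compounds called inactive have numbers as strong as hits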
HTR5A ag ctr = HTR5A agonists in luminescence cell assay, primary screen, counter-screen for OPRM1-OPRD1 heterodimer agonist project, full-deck HTS | activation, % at 9.3 µM | AID 504692, 2011 | cell-based | actives 0.61% (n = 340,000) | 5-hydroxytryptamine receptor 5A (Homo sapiens), P47898; in the data active = activation mostly above about 9.5%, no sharp cut-off; inactive = mostly below about 7.6%;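 note: 0% = cells with vehicle only and 100% = reference agonist; strong numbers were not always called active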
PfHsp90 set2 = growth inhibition of PfHsp90-expressing yeast, primary screen, antimalarial PfHsp90 inhibitor project, S. cerevisiae, BacTiter-Glo luminescence, single point, set 2 | BacTiter-Glo ATP, 48 h; yeast lacking PDR1 and PDR3 efflux regulators | inhibition, % at 9.4 µM | actives 0.32% (n = 310,000);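 active = every replicate shows inhibition above about 80%, whatever the replicate mean, limit read from the data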;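 note: 0% = DMSO neutral controls and 100% = 20 µM radicicol positive controls; yeast relying on Plasmodium falciparum Hsp90 in place of its own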
AddAB inh = growth inhibition of E. coli expressing H. pylori AddAB, primary screen, AddAB inhibitor project, absorbance | inhibition, % at 11.9 µM | AID 435030, 2010 | actives 0.29% (n = 330,000); in the data active = inhibition above about 12%;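 note: 0% = vehicle wells of infected cells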
E coli growth = E. coli V3065 growth inhibition, primary screen, counter-screen for AddAB inhibitor project, absorbance, OD600; inhibition, % at 11.9 µM; AID 449728, 2010; 18 h; actives 0.27% (n = 330,000);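 active = inhibition above the campaign's mean inhibition across all tested compounds plus 3 SD, cut at about 9.9% in these data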;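 note: uninfected addAB+ strain grown without phage in ampicillin broth; 0% = DMSO wells and 100% = ciprofloxacin 0.95 µg/ml wells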
PKA-R1A act = activators of PKA-R1A holoenzyme, primary screen, biochemical, fluorescence polarization, Cy5-IP20, bovine R1A, mouse PKAc; actives 0.083% (n = 340,000); PKA-R1A dissociation; scaled: DMSO 0%, 113 µM cGMP 100%; cAMP-dependent protein kinase type I-alpha regulatory subunit (Bos taurus) + …; activation, % at 11.4 µM;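 active = percent activation above the mean of all tested compounds plus 3 SD, cut at about 19% in these data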;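 note: higher means more PKAc released from R1A so a rise in polarization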
MOR-DOR ag = agonists of OPRM1-OPRD1 heterodimerization, primary screen, cell-based, luminescence. AID 504326, 2011. actives 0.3% (n = 340,000). cells. activation, % at 9.3 µM; in the data active = activation above about 18%;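 note: 0% = vehicle-treated cells and 100% = reference agonist; values of inactives mirror those of a sister screen read the other way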
Pemphigus Ab inh = inhibitors of pemphigus antibody binding to DSG3, primary screen, biochemical, bead-based, flow cytometry, scFv-GFP; Desmoglein-3 (Homo sapiens), P32926; DSG3-coupled beads, scFv-anti-DSG3-GFP binding; active compounds read low; binding (percent of control), % at 10 µM; actives 0.48% (n = 310,000);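 active = binding more than 3 SD below its plate's average and above zero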;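 note: hits lower antibody fragment binding to DSG3; some compounds called inactive have numbers as strong as hits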
The depositor's hits bear a star; / = no result given. Rows are unselected. About 3.2% of those tested had a hit in this group.

SMILES | MOR-DOR inv ag | HTR5A inv ag | phage Ecoli inh | SUMO Mot1 rescue | HTR5A ag ctr | PfHsp90 set2 | AddAB inh | E coli growth | PKA-R1A act | MOR-DOR ag | Pemphigus Ab inh
O=C(NCc1cccnc1)/C(=C/c1ccc(-c2cccc(Cl)c2)o1)S(=O)(=O)c1ccccc1 | 4 | -22 | 2.6 | -7 | 8 | 14 | 4.1 | 1.8 | 2 | -0.8 | 99
CC1CCN(c2ccc(S(=O)(=O)NC3=NCCCCC3)cc2[N+](=O)[O-])CC1 | 7 | -12 | 1.4 | -7 | 4 | 23 | 0.9 | -0.3 | -5 | -1.3 | 104
CN(C)C(=O)c1cccn(Cc2ccc(C(F)(F)F)cc2)c1=O | 13 | 11 | 2.9 | 8 | -4 | -7 | 3.3 | 2.9 | 2 | -2.4 | 105
CC(C)c1ccc(/C=C2\SC(=O)N(CC(=O)NC3CCS(=O)(=O)C3)C2=O)cc1 (configuration not stated) | 10 | -4 | 4.0 | 6 | 2 | -20 | 0.6 | -1.4 | 0 | -2.0 | 95
Cc1nc2c(-c3ccc(F)cc3)c(C)nn2c(C)c1CCC(=O)N1CCN(c2ccccc2)CC1 | -16 | -13 | 1.4 | 2 | 4 | -8 | -0.6 | 0.6 | -2 | 2.7 | 106
CCN(CC)C(=O)Cn1c(=O)n(CCC(=O)Nc2ccc(F)cc2)c(=O)c2sccc21 | 4 | -4 | 1.0 | -5 | 2 | 6 | 0.8 | 1.9 | 4 | -0.7 | 104
COc1ccc(CNC(=O)CCCCCNC(=O)N2CCn3c2nc2ccccc23)cc1 | / | / | 2.9 | -10 | / | -14 | 0.7 | -0.8 | -17 | / | 96
COCC1CCN(C(=O)CCc2nnc(CCCCc3ccccc3)o2)CC1 | 9 | -4 | 3.5 | 6 | 6 | 10 | 1.1 | 1.6 | -13 | -1.5 | 85
CCCNC(=O)NC(=O)CSc1ccc(C)cc1C | 12 | 2 | 4.8 | -1 | -3 | -22 | 0.3 | -0.1 | -6 | -2.6 | 101
CC(=O)c1sc(NC(C)c2ccccc2)nc1C (configuration not stated) | 1 | -5 | 3.3 | -15 | 0 | -3 | 3.7 | -1.1 | 10 | -0.2 | 95
COc1ccc(C2/C=C\CC(NS(=O)(=O)c3ccc(C)cc3)CC(=O)N2Cc2ccccc2F)cc1 (configuration not stated) | 16 | 4 | / | / | -1 | -3 | 0.4 | 0.0 | -3 | -3.3 | 103
Cn1cc(CC(=O)NCc2ccc(F)cc2)c2ccccc21 | 6 | -20 | 2.7 | -13 | 5 | 0 | -0.7 | -2.3 | -2 | -1.1 | 97
O=C(NCCc1ccc(Cl)cc1)C1CCN(c2cnccn2)CC1 | 9 | 15 | 0.6 | 3 | -6 | / | 1.4 | -0.3 | 3 | -1.8 | 88
O=C(COc1cc2oc(=O)c3c(c2cc1Cl)CCC3)NCC(O)c1ccccc1 (configuration not stated) | 3 | -11 | -2.4 | 7 | -3 | 14 | 3.1 | -1.4 | 4 | -0.7 | 98
Cc1cc(C)c2nc(C(F)(F)F)nc(N3CCN(C(=O)c4ccco4)CC3)c2c1 | -4 | 7 | 1.3 | -13 | 2 | -115 | 6.3 | 0.5 | -3 | 0.6 | /
COc1ccc(CCNC(=O)c2nnn(-c3ccccc3OC)c2N)cc1OC | 7 | -25 | 2.2 | 28 | 0 | / | 3.3 | -0.3 | -8 | -1.4 | 99
Cc1ccccc1Cn1cc(NC(=O)c2cc(C3CC3)on2)cn1 | 9 | 12 | 5.7 | 37 | -1 | 4 | 3.2 | 1.0 | 0 | -1.8 | 91
CC(=O)c1c(O)cc(C)n(Cc2ccccc2)c1=O | -1 | -3 | 1.5 | 7 | 1 | -4 | 2.6 | 0.7 | -9 | 0.2 | 98
Nc1ccccc1Nc1c(F)c(F)nc(F)c1Cl | -4 | 1 | -0.4 | -17 | 0 | -13 | -0.7 | 0.4 | 3 | 1.0 | 113
Cc1c(N=Nc2c(-c3ccc([N+](=O)[O-])cc3)[nH]n(C(N)=S)c2=O)cccc1[N+](=O)[O-] | 0 | -5 | 4.4 | / | 2 | -30 | / | / | 0 | -0.1 | 98
COc1ccc(-c2nnc(SCC(=O)Nc3cccnc3Cl)n2C)cc1 | 6 | 9 | 2.6 | 49 | 1 | -11 | -0.5 | 0.3 | 6 | -1.1 | 92
CC(C)Oc1ccc(/C(O)=C2/C(=O)C(=O)N(CCN3CCNCC3)C2c2ccc(C(C)C)cc2)cc1 (configuration not stated) | 1 | 5 | 2.1 | -21 | -1 | -2 | 2.9 | -3.6 | 8 | -0.1 | 94
O=C(N/N=C/c1ccccc1O)C1SCCCS1 | 6 | -12 | 3.0 | 10 | 1 | -6 | 1.3 | -0.4 | -18 | -1.1 | 102
Cc1ccccc1C(=O)NCCCNC(=O)c1ccco1 | 14 | -18 | -0.9 | -5 | 2 | -2 | 2.7 | 0.2 | 1 | -2.2 | /
O=C(COc1cccc2cccnc12)NCc1cccs1 | 4 | -10 | 5.6 | 45 | 4 | -9 | -0.9 | -0.7 | -9 | -0.7 | 104
O=C(Nc1cccc(O)c1)c1ccc(Br)c(S(=O)(=O)N2CCCCC2)c1 | -13 | -20 | 3.4 | -8 | 4 | -19 | 0.3 | 0.5 | 3 | 2.4 | 90
COc1ccc(-c2cn3c(C)c(C(=O)NCCN4CCOCC4)sc3n2)cc1 | 10 | 8 | -0.2 | -6 | -3 | 24 | 2.0 | -0.8 | 4 | -2.0 | 107
COCCCNC(=O)c1cccc(OC)c1OC | 15 | -4 | -0.3 | -12 | -3 | -14 | 1.1 | -0.9 | -10 | -2.6 | 102
CC(C)c1ccccc1NC(=O)c1ccc2ncsc2c1 | -11 | -4 | -1.0 | 3 | 1 | 2 | 1.5 | -1.4 | 1 | 1.4 | 119
c1cc(-c2noc(CC3CCCCC3)n2)ccn1 | -2 | -12 | 2.0 | 32 | 3 | 16 | -2.2 | 0.1 | 1 | 0.3 | 99
CC1=C(C(=O)Nc2ccc([N+](=O)[O-])cc2)C(c2cccc(C(F)(F)F)c2)NC(=S)N1c1ccccc1 (configuration not stated) | -30 | 2 | 3.8 | 27 | -1 | / | 2.4 | 2.0 | 8 | 6.0 | /
CC(=O)NCCNC(=O)c1ccc(NC2=NC3CS(=O)(=O)CC3S2)cc1 (configuration not stated) | 17 | 25 | 2.0 | 27 | 5 | -4 | 1.0 | 0.3 | 5 | -3.2 | 97
O=C(C[n+]1cccc(CNC(=O)c2ccc(OC(F)F)cc2)c1)Nc1ccc(SC(F)F)cc1 | 20 | 9 | 7.4 | -5 | 2 | -15 | 7.5 | 0.3 | 2 | -3.7 | 103
CCCCCn1c(=O)[nH]c2cc(C(=O)N3CCN(C(=O)OCC)CC3)ccc2c1=O | 1 | -6 | 1.2 | 5 | 2 | 29 | -0.2 | 1.3 | 10 | -0.1 | /
O=C(OCC(=O)N1CCN(c2ccccc2)CC1)c1ccccc1[N+](=O)[O-] | 19 | -4 | 3.3 | -5 | 4 | 2 | 5.2 | 4.5 | -12 | -3.9 | 98
Cn1nc(-c2ccccc2)c(C(=O)Nc2ccc(C(F)(F)F)cc2)c1Cl | -22 | -8 | -0.5 | -10 | 3 | -21 | -1.2 | 1.7 | -1 | 3.9 | 96

A second format for two compounds above.
SMILES,MOR-DOR inv ag,HTR5A inv ag,phage Ecoli inh,SUMO Mot1 rescue,HTR5A ag ctr,PfHsp90 set2,AddAB inh,E coli growth,PKA-R1A act,MOR-DOR ag,Pemphigus Ab inh
COc1ccc(C2/C=C\CC(NS(=O)(=O)c3ccc(C)cc3)CC(=O)N2Cc2ccccc2F)cc1 (configuration not stated),16,4,/,/,-1,-3,0.4,0.0,-3,-3.3,103
Cn1cc(CC(=O)NCc2ccc(F)cc2)c2ccccc21,6,-20,2.7,-13,5,0,-0.7,-2.3,-2,-1.1,97

Next section.
SMILES | MOR-DOR inv ag | HTR5A inv ag | phage Ecoli inh | SUMO Mot1 rescue | HTR5A ag ctr | PfHsp90 set2 | AddAB inh | E coli growth | PKA-R1A act | MOR-DOR ag | Pemphigus Ab inh
Cc1ccc(-n2c(O)c(C=NC3CCS(=O)(=O)C3)c3ccccc3c2=O)cc1 (configuration not stated) | 13 | -9 | 1.1 | 79 | 10 | -6 | -1.8 | -0.7 | -4 | -2.3 | 97
O=C(CCN1CCCO1)N1CCCC(N2CCN(c3ccccc3F)CC2)C1 (configuration not stated) | 11 | -1 | -1.5 | -5 | 5 | -26 | -0.6 | 1.6 | 8 | -2.1 | 99
Cc1cc(C)n(-c2c(F)c(F)c(COC(=O)c3ccccc3)c(F)c2F)n1 | -24 | -8 | 0.1 | -12 | 3 | -32 | 2.7 | 1.4 | 5 | 4.5 | 101
Cc1cc(Nc2ccc(Cl)cc2)n(-c2ccccc2)n1 | -10 | -2 | 4.5 | -10 | 3 | 19 | 2.4 | -1.1 | -2 | 2.4 | 104
Cc1ccc(/C=N/NC(=O)c2ccncc2)o1 | 9 | 20 | 4.8 | -7 | 1 | 41 | 0.5 | 0.4 | 3 | -1.7 | 112
CCOc1ccccc1CN(CCc1ccc2c(c1)OCO2)Cc1ccccn1 | -6 | 5 | -4.0 | 18 | -2 | -22 | -1.5 | -3.0 | -4 | 1.1 | 95
CC(=O)N1[C@H](Cc2ccccc2)C=C[C@]1(C)C(=O)NCc1ccccn1 | -2 | 13 | 0.3 | 112 | -4 | 11 | 3.1 | -2.5 | -4 | 0.4 | 101
N#CCN(N=Nc1ccccc1)c1ccccc1 | -19 | -7 | -0.2 | 617* | 2 | 6 | 0.4 | 3.3 | -1 | 4.2 | 108
CC(C)CC(OC(=O)c1ccco1)C(=O)NCC1CCCO1 (configuration not stated) | 4 | 0 | 2.3 | 38 | 11 | -44 | 3.0 | -1.0 | 0 | -0.6 | 103
O=[N+]([O-])/C=C/c1ccc2c(ccn2Cc2ccccc2)c1 | 39* | 29 | 1.6 | 436* | -8 | 104* | -1.6 | -1.7 | -10 | -7.6 | 94
C[C@@]12CCC3[C@@](CCC4[C@@]3(C)CCC[C@@]4(C)C(=O)N3CCCCC3)(CC1=O)C2 (some centres not stated) | 15 | -4 | -2.2 | 1 | 0 | 12 | 1.3 | -0.2 | 6 | -2.8 | 96
O=C(Cc1ccccc1F)Nc1ccc(S(=O)(=O)Nc2ncccn2)cc1 | 11 | 2 | 3.9 | -7 | -1 | -13 | 1.7 | 0.4 | 9 | -2.0 | 105
CC(Oc1ccccc1)C(=O)NNS(=O)(=O)c1ccc([N+](=O)[O-])cc1 (configuration not stated) | 6 | 12 | 3.4 | -24 | 5 | 31 | 2.3 | 0.3 | -6 | -1.1 | 125
COc1ccc(-c2c(C)oc3ccc(C)cc23)cc1 | -3 | 1 | 5.0 | 14 | 3 | -14 | 1.6 | -0.5 | -4 | 0.7 | 101

High-throughput results: PubChem, several laboratories
